XiGFP reactiv: activators of inactive X chromosome reactivation, primary screen, imaging, XiGFP fibroblasts, GFP high-content imaging, set 2. XiGFP mouse fibroblasts, % GFP-positive cells imaging, 3 d; cells co-treated with 5-aza-dC sensitizer; scaled so ellipticine positive control = 100%. activation, % at 7.58 µM. 360,000 compounds, 0.055% hits. AID 743238, 2013;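 active = mean normalized replicate activation at least 10% and every replicate at or above 10%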;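 note: 0% = median of on-plate neutral control wells and 100% = ellipticine 6 µM median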
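Assay system: SV40-immortalized XiGFP fibroblast cells, line 68-5-11; buffer or medium: DMEM plus 5-aza-dC sensitizer; compound: one concentration, pinned; timing: compounds 3 days, fix/stain 15 min at room temperature; benchmarks: positive control ellipticine, 6 µM final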
ERp5 block: inhibitors of ERp5-driven insulin aggregation, primary screen, biochemical, turbidity, absorbance 650 nm, single point; Protein disulfide-isomerase A6 (Homo sapiens), Q15084; 90 min; inhibition, % at 9.99 µM; 350,000 compounds, 0.05% hits;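 active = mean replicate inhibition above about 25%, with every replicate also reaching it, limit read from the data, passing the limit was not always enough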
Target sequence (Q15084 whole entry, looked up): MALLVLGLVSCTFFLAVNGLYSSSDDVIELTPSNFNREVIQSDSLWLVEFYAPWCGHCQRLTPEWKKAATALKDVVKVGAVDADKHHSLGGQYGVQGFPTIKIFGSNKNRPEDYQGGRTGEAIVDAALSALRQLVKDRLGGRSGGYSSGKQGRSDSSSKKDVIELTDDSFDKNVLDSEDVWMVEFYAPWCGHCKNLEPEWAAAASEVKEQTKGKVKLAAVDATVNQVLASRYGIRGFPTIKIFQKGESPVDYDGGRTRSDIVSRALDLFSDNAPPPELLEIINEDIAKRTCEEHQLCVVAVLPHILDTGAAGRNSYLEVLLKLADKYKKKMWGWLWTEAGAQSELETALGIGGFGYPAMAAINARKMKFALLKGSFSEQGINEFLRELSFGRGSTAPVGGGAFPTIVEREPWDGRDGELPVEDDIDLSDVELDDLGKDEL
EWS-Fli inh: EWS/Fli-driven NR0B1 reporter inhibitors, primary screen, A673 cells, NR0B1 luciferase, luminescence, MLPCN library; viability-normalised; 350,000 compounds, 0.67% hits; AID 651661, 2012; inhibition, % at 12.6 µM;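 active = mean inhibition of at least 50% after viability correction, with every replicate also passing that limit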;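 note: firefly luciferase signal divided by Alamar Blue viability fluorescence both relative to DMSO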
PAX8 inh HTS: inhibitors of PAX8-driven TPO luciferase reporter, primary screen, RMG-I cells, single concentration | inhibition, % at 12.6 µM | SteadyGlo, 24 h | AID 652154, 2013 | 360,000 compounds, 1.2% hits;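 active = mean replicate inhibition at least 60% with every replicate also reaching 60%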;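 note: luciferase light reporting Pax8 driven TPO promoter activity; plate controls were median of neutral control wells for no effect and mitoxantrone controls for full effect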
ARNT-TACC3 inh: disruptors of ARNT/TACC3 protein interaction, primary screen, biochemical, AlphaScreen, single concentration; Transforming acidic coiled-coil-containing protein 3 (Homo sapiens), Q9Y6A5; AlphaScreen His-ARNT PAS-B/GST-TACC3 binding, luminescence; TACC3 fragment carries E629A point mutation; inhibition, % at 9.99 µM; 390,000 compounds, 0.66% hits; AID 623870, 2012;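 active = mean inhibition of replicates at least 50% and at least half of replicates each reaching 50%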;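 note: 0% = complete ARNT plus TACC3 wells and 100% = ARNT alone without TACC3; many hits fall short of the cut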
F508del corr: F508del CFTR correction, initial screen, CFBE line, single point | activity (quench increase), % at 7.58 µM | 350,000 compounds, 0.36% hits | CFBE cells, YFP halide quenching; stimulated with forskolin plus potentiator P3; % fluorescence drop versus neutral controls;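 active = mean added fluorescence quench of at least 8% versus neutral control, with both replicates also reaching 8%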;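 note: cells transiently co-express mutant CFTR-F508del with the halide-sensitive YFP; corrector assay measuring rescue of mutant channel to the surface after 24 h compound exposure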
INS-1E GSIS act: GLuc luminescence reporter in INS-1E cells, primary screen for activators of glucose-dependent secretion of insulin; INS-1E GLuc reporter insulin secretion, 2-3 h; activation, % at 16.6 µM; 370,000 compounds, 0.61% hits;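 active = lowest replicate activation of at least 40%, so every replicate reaches that level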;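 note: 0% = median of neutral control wells and 100% = median of IBMX positive control wells; some compounds called inactive have numbers as strong as hits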
DENV2 CPE: inhibitors of DENV2 cytopathic effect, primary screen, cell-based, plate reader, single concentration. DENV2-infected cells, cytopathic effect rescue. AID 651640, 2012. CPE inhibition, % at 9.99 µM. 350,000 compounds, 1.7% hits; in the data active = CPE inhibition above about 20%, passing the limit was not always enough; tested in BHK-21 cells;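 note: 0% = median of neutral control wells and 100% = median of positive control wells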
* = called active by the depositor. The order is random, and some 4.2% of all compounds hit somewhere here.

Screening CCCNC(=O)N1CC2(C1)CN(C(=O)CC)[C@@H](CO)c1[nH]c3cc(OC)ccc3c12 returned XiGFP reactiv 0.3, EWS-Fli inh -12, F508del corr 0.3, INS-1E GSIS act 2 and DENV2 CPE -4.
Screening COc1ccc(/C=N/NC(=O)c2nc(-c3ccccc3)n(-c3ccccc3)n2)cc1 returned XiGFP reactiv 0.1, ERp5 block 8, EWS-Fli inh 10, PAX8 inh HTS 29, ARNT-TACC3 inh -4, F508del corr -0.9, INS-1E GSIS act -12 and DENV2 CPE 1.
Screening CN1c2ccc(Br)cc2[C@@H]2[C@@H](CCN2S(=O)(=O)c2ccc(F)cc2)[C@@H]1CO returned XiGFP reactiv -0.1, ERp5 block 7, EWS-Fli inh -3, PAX8 inh HTS -15, ARNT-TACC3 inh 3, F508del corr 1.7, INS-1E GSIS act -9 and DENV2 CPE 16.
Screening CCOC(=O)c1c(-c2cc(OC)c(OC)c(OC)c2)csc1N returned XiGFP reactiv 0.2, ERp5 block -3, EWS-Fli inh -5, PAX8 inh HTS 0, F508del corr 2.0, INS-1E GSIS act -30 and DENV2 CPE 0.
CCC(C)[C@H](NC(=O)N1CC(=O)Nc2ccccc21)C(=O)NC(C)CCc1ccccc1 (stereo partly drawn) was read as XiGFP reactiv 0.0, ERp5 block 5, PAX8 inh HTS 8, ARNT-TACC3 inh -6, F508del corr -2.9, INS-1E GSIS act -20 and DENV2 CPE 3.
For COc1cccc(S(=O)(=O)Nc2noc3ccccc23)c1 the results were XiGFP reactiv 0.2, ERp5 block -2, EWS-Fli inh 6, PAX8 inh HTS 7, ARNT-TACC3 inh -4, F508del corr -1.7, INS-1E GSIS act 6 and DENV2 CPE 7.
For CN1c2ccccc2C(C)(C)C12CC(c1ccc(S(=O)(=O)N3CCCCC3)cc1)=NO2 (stereo not drawn) the results were XiGFP reactiv 0.0, ERp5 block 1, EWS-Fli inh -19, PAX8 inh HTS 14, ARNT-TACC3 inh 7, INS-1E GSIS act -1 and DENV2 CPE -1.
`O=C(c1ccc(Cl)c(S(=O)(=O)NCc2ccccc2)c1)N1CCN(c2ccccn2)CC1` gave ERp5 block 8, EWS-Fli inh -3, ARNT-TACC3 inh 1, F508del corr -1.9, INS-1E GSIS act -36 and DENV2 CPE 8.
C[C@@H]1CN([C@H](C)CO)C(=O)Cc2cc(NC(=O)NC3CCCCC3)ccc2O[C@H]1CN(C)Cc1ccncc1 was read as XiGFP reactiv -1.3, ERp5 block -4, EWS-Fli inh -2, PAX8 inh HTS -5, ARNT-TACC3 inh -6, F508del corr -1.5, INS-1E GSIS act 6 and DENV2 CPE 1.
`COc1ccc(NC(=O)CC2SC3=NCCN3C2=O)cc1` (stereo not drawn) gave XiGFP reactiv 0.1, ERp5 block 23, EWS-Fli inh 3, PAX8 inh HTS -1, ARNT-TACC3 inh -4, F508del corr -0.7, INS-1E GSIS act -8 and DENV2 CPE -5.
Screening CC(C)NC(=O)Nc1ccc2c(c1)C(=O)N([C@@H](C)CO)C[C@H](C)[C@@H](CN(C)S(=O)(=O)c1cccs1)OCCCC[C@@H](C)O2 returned XiGFP reactiv 0.0, ERp5 block 1, EWS-Fli inh -6, PAX8 inh HTS 2, ARNT-TACC3 inh -3, F508del corr -3.0, INS-1E GSIS act -15 and DENV2 CPE 4.
`COCCCn1c(=O)/c(=C\c2ccccc2OC(F)F)s/c1=C(/C#N)C(N)=O` gave XiGFP reactiv 0.0, ERp5 block -4, EWS-Fli inh -5, PAX8 inh HTS 10, ARNT-TACC3 inh 18, F508del corr -0.7, INS-1E GSIS act -5 and DENV2 CPE 0.
CCOc1ccc2nc(SCC(=O)NCc3ccc(OC)cc3)[nH]c2c1 was read as XiGFP reactiv 0.2, ERp5 block 1, EWS-Fli inh 12, PAX8 inh HTS -9, ARNT-TACC3 inh -17, F508del corr -1.0, INS-1E GSIS act -12 and DENV2 CPE -7.
Screening O=C(Nc1ccc(OC(F)(F)F)cc1)c1ccc2ccccc2n1 returned XiGFP reactiv 0.1, ERp5 block 2, EWS-Fli inh -16, PAX8 inh HTS -11, ARNT-TACC3 inh -5, F508del corr 5.2, INS-1E GSIS act -3 and DENV2 CPE -2.
Screening O=C(COc1ccc(Cl)cc1Cl)N1CCN(C(=O)c2ccco2)CC1 returned XiGFP reactiv 0.4, ERp5 block 2, EWS-Fli inh 0, PAX8 inh HTS -49, ARNT-TACC3 inh -1, F508del corr -1.3, INS-1E GSIS act 0 and DENV2 CPE -1.
`Cc1cc(Br)cn2c(Cc3cccc(F)c3)c(-c3ccccc3)nc12` gave XiGFP reactiv -0.2, ERp5 block -2, EWS-Fli inh 3, PAX8 inh HTS 13, F508del corr -1.9, INS-1E GSIS act -49 and DENV2 CPE 1.
Screening COc1ccc(C(CNC(=O)c2oc3ccccc3c2C)N2CCCC2)cc1 (stereo not drawn) returned XiGFP reactiv 1.9, ERp5 block 1, EWS-Fli inh -1, PAX8 inh HTS 14, F508del corr 3.6, INS-1E GSIS act -11 and DENV2 CPE 3.
`O=C(c1ccccn1)N1CC2(C1)[C@H](c1ccccc1)[C@H](CO)N2C(=O)C1CCC1` gave XiGFP reactiv 0.0, ERp5 block 2, EWS-Fli inh -5, F508del corr -2.6, INS-1E GSIS act -1 and DENV2 CPE 9.
For Cc1ccc(NC(=O)Cn2nnc3ccccc32)c(C)c1 the results were XiGFP reactiv 0.0, ERp5 block -1, EWS-Fli inh -14, PAX8 inh HTS -22, ARNT-TACC3 inh -7, F508del corr 1.0, INS-1E GSIS act -1 and DENV2 CPE 3.
Screening Cc1cccc(NC(=S)NCc2ccc3c(c2)cc(C)n3C)c1C returned XiGFP reactiv 0.1, ERp5 block -4, EWS-Fli inh 5, ARNT-TACC3 inh 4, F508del corr 3.2 and DENV2 CPE 13.
For CCN(C(=O)COC(=O)CNS(=O)(=O)c1ccc(C)cc1)C1CCS(=O)(=O)C1 (stereo not drawn) the results were XiGFP reactiv -0.1, ERp5 block -1, EWS-Fli inh -16, PAX8 inh HTS 3, F508del corr -0.2 and DENV2 CPE -1.
For CCCc1ccc(Oc2cc(NN3CCCCC3)c([N+](=O)[O-])cc2[N+](=O)[O-])cc1 the results were XiGFP reactiv 0.0, ERp5 block -6, EWS-Fli inh -3, PAX8 inh HTS -10, ARNT-TACC3 inh -5, F508del corr 1.1, INS-1E GSIS act -3 and DENV2 CPE 1.
Cc1ccc(NS(=O)(=O)c2c(C(=O)N3CCCCCC3)c(C)n(C)c2C)c(Cl)c1 was read as XiGFP reactiv 1.5, ERp5 block 3, PAX8 inh HTS 7, ARNT-TACC3 inh 6, F508del corr -1.0, INS-1E GSIS act -5 and DENV2 CPE -4.
For COc1ccc(OC)c(CCNC(=O)Cc2ccc(NC3=NC4CS(=O)(=O)CC4S3)cc2)c1 (stereo not drawn) the results were XiGFP reactiv 0.0, ERp5 block 6, EWS-Fli inh 2, PAX8 inh HTS -6, ARNT-TACC3 inh -3, F508del corr 6.1, INS-1E GSIS act 2 and DENV2 CPE 6.
For C(=N\Nc1nc2ccccc2[nH]1)/c1ccncc1 the results were XiGFP reactiv 0.0, ERp5 block 3, EWS-Fli inh -77, PAX8 inh HTS -144, F508del corr 1.2, INS-1E GSIS act -12 and DENV2 CPE -2.
For CC(=O)Nc1ccc2nsnc2c1 the results were XiGFP reactiv -0.1, ERp5 block 14, EWS-Fli inh 8, PAX8 inh HTS -15, F508del corr 0.5, INS-1E GSIS act -4 and DENV2 CPE 0.
`Cc1nn(CC(=O)NC(C)c2ccccc2)c(C)c1[N+](=O)[O-]` (stereo not drawn) gave XiGFP reactiv 0.1, ERp5 block 5, EWS-Fli inh -2, PAX8 inh HTS 10, ARNT-TACC3 inh -4, F508del corr -0.8, INS-1E GSIS act 13 and DENV2 CPE 4.
COc1ccc(CN(Cc2cccn2C)C(=O)c2cc3cc(OC)ccc3[nH]2)cc1 was read as XiGFP reactiv 0.0, ERp5 block 5, EWS-Fli inh -2, PAX8 inh HTS 18, ARNT-TACC3 inh -6, F508del corr -3.7, INS-1E GSIS act 1 and DENV2 CPE -6.
`COCC#Cc1ccc2c(c1)O[C@@H](CN(C)S(=O)(=O)c1cccc(F)c1)[C@H](C)CN([C@@H](C)CO)S2(=O)=O` gave XiGFP reactiv 0.0, ERp5 block -7, EWS-Fli inh -1, ARNT-TACC3 inh 4, F508del corr -0.1, INS-1E GSIS act -12 and DENV2 CPE 0.
`CCCCCCSc1nnc2[nH]c(=O)cc(N)n12` gave XiGFP reactiv -0.1, ERp5 block 5, EWS-Fli inh -11, PAX8 inh HTS 13, ARNT-TACC3 inh 0, INS-1E GSIS act -11 and DENV2 CPE 5.

Continued; the last 2 above are carried over.
`COCC#Cc1ccc2c(c1)O[C@@H](CN(C)S(=O)(=O)c1cccc(F)c1)[C@H](C)CN([C@@H](C)CO)S2(=O)=O` gave XiGFP reactiv 0.0, ERp5 block -7, EWS-Fli inh -1, ARNT-TACC3 inh 4, F508del corr -0.1, INS-1E GSIS act -12 and DENV2 CPE 0.
`CCCCCCSc1nnc2[nH]c(=O)cc(N)n12` gave XiGFP reactiv -0.1, ERp5 block 5, EWS-Fli inh -11, PAX8 inh HTS 13, ARNT-TACC3 inh 0, INS-1E GSIS act -11 and DENV2 CPE 5.
`CC=Cc1ccc2n(c1=O)C[C@@H]1[C@@H](CO)[C@H](C(=O)NCc3ccc(F)cc3)N(Cc3cncnc3)[C@H]21` (mixture of isomers) gave XiGFP reactiv 0.9, ERp5 block -1, EWS-Fli inh 6, ARNT-TACC3 inh 4, INS-1E GSIS act 10 and DENV2 CPE -1.
`Cc1ccc(S(=O)(=O)N(C)C[C@H]2OCCCC[C@@H](C)Oc3ccc(NC(=O)Nc4c(C)noc4C)cc3C(=O)N([C@H](C)CO)C[C@H]2C)cc1` gave XiGFP reactiv -0.1, ERp5 block 3, EWS-Fli inh -2, PAX8 inh HTS -14, F508del corr 2.2, INS-1E GSIS act -20 and DENV2 CPE 7.
Screening O=Nc1c(O)[nH]c2ccc(Cl)cc12 returned XiGFP reactiv 0.0, ERp5 block 1, EWS-Fli inh -7, PAX8 inh HTS -2, INS-1E GSIS act -5 and DENV2 CPE 3.
`CCCCNC(=O)C1Cc2cc(S(=O)(=O)N3CCCC3)ccc2N1C(C)=O` (stereo not drawn) gave XiGFP reactiv 0.1, ERp5 block -15, EWS-Fli inh 4, PAX8 inh HTS 13, ARNT-TACC3 inh 3, F508del corr -0.9, INS-1E GSIS act -13 and DENV2 CPE 4.
NC(=O)C1CCN(C(=O)c2cc3c(s2)CCCCC3)CC1 was read as XiGFP reactiv 0.0, ERp5 block 22, EWS-Fli inh -56, PAX8 inh HTS -278, ARNT-TACC3 inh -12, F508del corr 4.2, INS-1E GSIS act -4 and DENV2 CPE 1.
`CO[C@@H]1CN(C)C(=O)c2cc(NC(=O)NC(C)C)ccc2OC[C@H](C)N(Cc2cncnc2)C[C@H]1C` gave XiGFP reactiv -0.4, EWS-Fli inh -3, PAX8 inh HTS -5, ARNT-TACC3 inh -12, F508del corr -2.1 and INS-1E GSIS act 11.
CC1(C)OC(=O)C2=C(C[C@@H](C3CCCC3)O[C@H]2c2ccc(Cl)cc2)O1 was read as XiGFP reactiv 0.2, ERp5 block -7, EWS-Fli inh 1, PAX8 inh HTS -15, F508del corr -1.5, INS-1E GSIS act 23 and DENV2 CPE 2.

High-throughput results from PubChem.
